RSV antiviral HEp-2 = inhibition of RSV-induced cytopathic effect – HEp-2 cells, primary 10 µM value included (AID 2391). CPE inhibition, % at 10 µM, or IC50 in µM where a hit was titrated. hit rate 0.13% among 310,000. HEp-2 cells, RSV-induced CPE inhibition; higher % means a stronger effect; in the data active = a potency from the dose series; inconclusive = CPE inhibition mostly from about 23% at the one dose, without a potency; inactive = the rest, 99 in 100 with CPE inhibition below about 21%; note: strong numbers were not always called active
WT yeast gro inh = growth inhibition of WT yeast, mitochondrial fusion screen. mitochondrial fusion phenotypic screen, WT strain. inhibition, % at 10 µM. hit rate 2.1% among 190,000. AID 1362; in the data active = inhibition above about 58%; tested in S. cerevisiae
Dengue-2 NS5 capping = flavivirus cap methylation enzyme inhibition – biochemical, confirmation dose response, primary screen (AID 588689); inhibition, % at 25 µM, or IC50 in µM where a hit was titrated; Dengue-2 NS5 methyltransferase capping enzyme assay, biochemical; higher % means a stronger effect; hit rate 0.3% among 340,000; in the data active = a potency from the dose series; inconclusive = inhibition above about 29% without an active follow-up result
NTR1 agonist = NTR1-driven beta-arrestin-GFP spot formation – imaging, U2OS cells, high content, primary screen (AID 493036). hit rate 0.17% among 330,000. activation, % at 20 µM. P30989. agonist mode;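 active = activation at or above 40% of the spot to cytoplasm intensity ratio, with at least 20 cells analyzed; inconclusive = wells under 20 cells, flagged as cytotoxic or low count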;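 note: 0% = DMSO without peptide and 100% = 100 nM NTR1 peptide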
Target sequence (P30989 whole entry, looked up): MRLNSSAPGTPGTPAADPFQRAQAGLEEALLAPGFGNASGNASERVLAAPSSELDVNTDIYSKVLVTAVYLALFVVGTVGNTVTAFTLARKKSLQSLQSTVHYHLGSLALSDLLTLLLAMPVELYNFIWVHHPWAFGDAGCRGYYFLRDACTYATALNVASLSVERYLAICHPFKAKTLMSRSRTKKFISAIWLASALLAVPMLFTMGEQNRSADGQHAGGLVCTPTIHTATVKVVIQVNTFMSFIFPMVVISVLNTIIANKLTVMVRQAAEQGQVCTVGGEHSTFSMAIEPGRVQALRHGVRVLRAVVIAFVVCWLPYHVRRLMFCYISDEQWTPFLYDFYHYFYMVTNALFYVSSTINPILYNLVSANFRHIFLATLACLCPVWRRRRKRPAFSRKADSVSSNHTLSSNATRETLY
LYP inhibition = PTPN22 lymphoid phosphatase activity blockers – biochemical, fluorescence intensity, uHTS (AID 1779). one-dose inhibition, % at 11.5 µM; IC50 in µM for titrated hits. hit rate 0.054% among 290,000. recombinant LYP phosphatase, fluorescence intensity; higher % means a stronger effect; in the data active = inhibition above about 50%;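 note: plate controls were vehicle with enzyme for no effect and no enzyme for full effect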
GPR35 antagonists = inhibition of zaprinast-stimulated GPR35 beta-arrestin translocation – imaging, U2OS, beta-arrestin-GFP, zaprinast agonist, primary screen (AID 2058). U2OS GPR35 beta-arrestin-GFP translocation imaging, zaprinast antagonism; higher % means a stronger effect. inhibition, % at 10 µM, or IC50 in µM where a hit was titrated. hit rate 0.052% among 290,000;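 active = inhibition of at least 50% with at least 30 cells and total cytoplasm GFP at most 10,000,000; inconclusive = under 30 cells or total GFP of 10,000,000 plus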
K1F lysis inhibition = inhibition of K1F phage lysis, E. coli UTI89, bacterial capsule biogenesis inhibitors, alamar blue (AID 488966). hit rate 0.02% among 340,000. E. coli UTI89 K1F phage lysis, alamar blue, 2 h; higher % means a stronger effect. inhibition, % at 100 µM; hits with a dose series show IC50 in µM;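 active = phage lysis inhibition, versus mean bacterial control, above a set limit; inconclusive = no clear call, values can overlap the other calls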;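 note: capsule biogenesis inhibitors block K1F phage lysis so surviving cells raise fluorescence; higher fluorescence means more inhibition of phage lysis; actives were called in the ten point dose series up to 300 µM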
AID2073 = disruptors of CaV2.2 binding to Mint1 – biochemical, HTRF (AID 2073); one-dose inhibition, % at 20 µM; IC50 in µM for titrated hits; hit rate 0.19% among 290,000; HTRF protein-protein interaction, Mint1-CaV2.2; higher % means a stronger effect; in the data active = inhibition mostly above about 51%, no sharp cut-off; inconclusive = no clear call, values can overlap the other calls; inactive = mostly below about 53%; note: some results filed as inactive read as strong as hits
Autophagy HCS = autophagy modulation, high-content screen | MEF GFP-LC3 puncta imaging; test concentration mostly 10 µM | calls only at 10 µM (by protocol) | hit rate 0.98% among 190,000;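 active = percentage of spot-positive cells more than 3 SD above its plate mean, without a fluorescence outlier flag or 80% toxicity; inconclusive = no clear call, values can overlap the other calls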;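 note: spot-positive cell cutoff set from DMSO-treated cells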
WT yeast gro inh mutant strain = second read-out of WT yeast gro inh, no call of its own (marks repeat the call); inhibition, %; mitochondrial fusion phenotypic screen, mutant strain inhibition
Autophagy HCS cell loss 18 h = also measured in Autophagy HCS; calls as there; toxicity, %; measured here: cell loss, nuclei count;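 cell loss after 18 h compound exposure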
NTR1 agonist cell count 20 µM = recorded beside NTR1 agonist, whose call it bears; cell count; measured here: cell count, cytotoxicity flag
Dengue-2 NS5 capping pilot replicate = further read-out of Dengue-2 NS5 capping, marked with its call; inhibition, %; measured here: pilot screen replicate inhibition
The depositor's hits bear a star; i = inactive; ? = inconclusive; nt = not tested or not shown; [ ] = dose if it differs, or a comment.

SMILES | RSV antiviral HEp-2 | WT yeast gro inh | WT yeast gro inh mutant strain | Dengue-2 NS5 capping | NTR1 agonist | NTR1 agonist cell count 20 µM | LYP inhibition | GPR35 antagonists | K1F lysis inhibition | AID2073 | Autophagy HCS | Autophagy HCS cell loss 18 h | others
CCOc1ccc(Nc2ccc(S(=O)(=O)N3CCN(C)CC3)cc2[N+](=O)[O-])cc1OCC | 2.7% | nt | nt | -6% | 0.5 | 58 | nt | nt | -0.5% | nt | nt | nt
O=C(NCCCn1ccnc1)/C(=C/c1ccco1)NC(=O)c1ccccc1 | 1.1% | nt | nt | 7% | 0.7 | 79 | nt | nt | 0.6% | nt | i | 6
COC(=O)c1[nH]nc(C(=O)OC(C)(C)C)c1-c1ccccc1 | 9.4% | 7 | 3 | -8% | -0.9 | 71 | 6% | 1% | 0.2% | -8% | i | -6
COc1cccc(NC(=O)CCS(=O)(=O)c2ccc(Br)cc2)c1 | -1.0% | nt | nt | -5% | -0.6 | 96 | -6% | -4% | 0.2% | -15% | nt | nt
Cc1nn(C2CCCO2)c(=O)nc1N (stereo not given) | 1.5% | -8 | 3 | nt | 0.0 | 29 | -8% | -1% | nt | -4% | i | -9
COC(=O)C1=C(Nc2ccc(C)cc2)C=C(C)C(C(=O)OC)C1c1ccc(F)cc1 (stereo not given) | -0.7% | 73* | -7.1* | -3% | -1.2 | 91 | 0% | -8% | 0.0% | 11% | i | 16 | Dengue-2 NS5 capping pilot replicate=1.8
COc1ccccc1CNC(=O)CSc1ccc(C)cc1 | 0.7% | -2 | -4 | 3% | 0.2 | 60 | -3% | -1% | 11% | 7% | i | 1
COc1ccc(N(CC(=O)NCc2ccc(C)cc2)S(=O)(=O)c2c(C)[nH]c(=O)[nH]c2=O)cc1 | -0.8% | nt | nt | -14% | -1.3 | 59 | -11% | -6% | -0.3% | 3% | nt | nt
COc1ccc(C2CN=NC2C(=O)c2ccccc2)cc1 (stereo not given) | nt | nt | nt | -8% | nt | nt | 3% | 15% | 0.1% | 1% | nt | nt
Cc1noc(C)c1S(=O)(=O)Nc1ccc(C(=O)O)cc1 | 1.5% | -27 | -8 | -1% | -0.2 | 50 | -3% | 8% | 0.3% | 0% | i | 15
O=C(NN=C1CCCCCCCCCCC1)c1ccccc1F | 2.0% | 6 | 14 | 4% | 2.6 | 70 | -5% | 14% | -0.1% | -2% | i | 14
Cc1ccc(-n2nnnc2SC(C)C(=O)NCC(=O)Nc2ccc(F)c(F)c2F)c(C)c1 (stereo not given) | 16% | -3 | -17 | -4% | 2.7 | 51 | -3% | -16% | 3.5% | 6% | i | -6
O=C(CSc1nnc(NC(=O)C2CCC2)s1)Nc1ccccc1F | 0.5% | nt | nt | -6% | 0.2 | 50 | -14% | -10% | 0.1% | -3% | nt | nt
Cc1cc(NC(=O)CSc2ccc(Cl)cc2)no1 | 0.7% | 4 | 4 | -5% | 5.3 | 57 | -3% | 19% | 7.8% | -13% | i | -1
O=C(CN1CCN(c2ccccc2Cl)CC1)NC1CCCc2ccccc21 (stereo not given) | 6.5% | 33 | 9 | -2% | 9.8 | 66 | -4% | -7% | -0.1% | -6% | i | 1

Sorted by SMILES length (ascending): three of the compounds above.
SMILES | RSV antiviral HEp-2 | WT yeast gro inh | WT yeast gro inh mutant strain | Dengue-2 NS5 capping | NTR1 agonist | NTR1 agonist cell count 20 µM | LYP inhibition | GPR35 antagonists | K1F lysis inhibition | AID2073 | Autophagy HCS | Autophagy HCS cell loss 18 h | others
COc1ccccc1CNC(=O)CSc1ccc(C)cc1 | 0.7% | -2 | -4 | 3% | 0.2 | 60 | -3% | -1% | 11% | 7% | i | 1
COc1cccc(NC(=O)CCS(=O)(=O)c2ccc(Br)cc2)c1 | -1.0% | nt | nt | -5% | -0.6 | 96 | -6% | -4% | 0.2% | -15% | nt | nt
Cc1ccc(-n2nnnc2SC(C)C(=O)NCC(=O)Nc2ccc(F)c(F)c2F)c(C)c1 (stereo not given) | 16% | -3 | -17 | -4% | 2.7 | 51 | -3% | -16% | 3.5% | 6% | i | -6

Carrying on.
SMILES | RSV antiviral HEp-2 | WT yeast gro inh | WT yeast gro inh mutant strain | Dengue-2 NS5 capping | NTR1 agonist | NTR1 agonist cell count 20 µM | LYP inhibition | GPR35 antagonists | K1F lysis inhibition | AID2073 | Autophagy HCS | Autophagy HCS cell loss 18 h | others
OCCC1CN(Cc2ccccc2O)CCN1CCc1ccccc1 (stereo not given) | -0.1% | -14 | 3 | -2% | 1.8 | 35 | -6% | 12% | -2.5% | -2% | i | -11
CCOc1ccc(NC(=O)c2ccc(NC(=O)Cc3n[nH]c(=O)c4ccccc34)cc2)cc1 | -1.2% | nt | nt | -6% | -0.2 | 70 | -10% | 4% | 0.2% | -12% | nt | nt
CC(CC(=O)O)CC(=O)Nc1ccccc1C(=O)O (stereo not given) | 1.0% | -3 | 4 | -5% | -0.7 | 92 | -5% | 0% | -0.5% | 9% | i | 0
COc1ccc(CNC(=O)C2CCN(c3nnc(N4CCCC4=O)s3)CC2)cc1 | 1.5% | nt | nt | -3% | -1.7 | 52 | -5% | -7% | 3.1% | 8% | nt | nt
COc1cccc(NC(=O)CSc2nnc(Cn3cnc([N+](=O)[O-])n3)n2C)c1 | 1.6% | -9 | 8 | 6% | 1.6 | 54 | -11% | -8% | 1.6%[50 µM] | 4% | i | -9
O=C(Nc1ccc(S(=O)(=O)N2CCCCCC2)cc1)c1[nH]ncc1[N+](=O)[O-] | ? | nt | nt | -3% | 1.6 | 70 | -7% | 0% | -0.2%[50 µM] | 6% | nt | nt
NCCSC1CC(=O)N(Cc2ccc(F)cc2)C1=O (stereo not given) | 0.4% | -22 | -8 | -11% | -0.3 | 64 | 2% | 17% | -0.2% | -7% | i | -2
CCCSc1nc2c(c(=O)[nH]c(=O)n2C)n1C | 9.0% | 17 | 27 | 0% | 0.5 | 50 | -5% | -6% | 0.2% | -6% | i | 19
O=C1OC(OC(=O)c2ccccc2Br)C(N2CCOCC2)=C1Cl (stereo not given) | 0.0% | -4 | 5 | -10% | 2.3 | 62 | 3% | -4% | 1.6%[50 µM] | 1% | i | 10
Cc1ccc(S(=O)(=O)Nc2cccc(C(=O)N3CCOCC3)c2)cc1 | 1.3% | nt | nt | 2% | -0.4 | 50 | -6% | -3% | 0.2% | 8% | nt | nt
O=C(O)CCCNS(=O)(=O)c1ccc2c(c1)OCCCO2 | 0.6% | 12 | 9 | -8% | 2.2 | 58 | -8% | -9% | 0.6% | 5% | i | 19
COc1ccc(C(=O)COC(=O)[C@H](C)Nc2ccc(C(F)(F)F)cc2[N+](=O)[O-])cc1 | 2.9% | 2 | -7 | 2% | 10 | 61 | -1% | 1% | 0.3% | -17% | i | 1
C[C@H](NC(=O)c1nc[nH]c1C(=O)N(C)Cc1ccccc1)c1ccccc1 | 1.4% | nt | nt | -4% | -1.6 | 66 | nt | nt | -0.3% | nt | nt | nt
CCOC(=O)C1C(=O)CC(C)(O)C(C(=O)OCC)C1c1ccc(F)cc1 (stereo not given) | 0.7% | -10 | 5 | -1% | 0.7 | 47 | -8% | -13% | 2.1%[50 µM] | 27% | i | -8
Brc1ccc(-c2csc(-c3ccncc3)n2)cc1 | 16% | 17 | 8 | -7% | 4.1 | 67 | -7% | -11% | 5.8%[50 µM] | 27% | i | -1
Cc1ccc(C)c(N2CCN(C(=O)C3CCN(S(=O)(=O)c4cccc5nsnc45)CC3)CC2)c1 | 3.2% | 0 | -6 | -2% | -1.6 | 37 | 4% | 1% | i | 8% | i | -14
Cc1cc(C(=O)NNC(=O)c2cccs2)c(C)o1 | 1.1% | nt | nt | -10% | 1.7 | 56 | nt | nt | -0.1%[50 µM] | nt | nt | nt
O=[N+]([O-])c1nn(-c2ccccc2)n(O)c1=NCCc1ccccc1 | 6.0% | -36 | 12 | -2% | 3.6 | 54 | -1% | -4% | -0.4% | -1% | i | 16
Cc1ccc(C(=O)N2CCN(S(=O)(=O)N3CCCCCC3)CC2)cc1 | 2.7% | nt | nt | 5% | -0.8 | 51 | -9% | 6% | -0.1% | -6% | nt | nt
O=C(O)C1C2C=CC(C2)C1C(=O)NCCc1ccncc1 (stereo not given) | 0.9% | 10 | 9 | -1% | -0.1 | 79 | 1% | 13% | 0.4% | 7% | i | 0
CC1CC(C)CN(CCCNS(=O)(=O)c2cc(Br)cc3c2N(C(=O)C2CC2)CC3)C1 (stereo not given) | 0.1% | nt | nt | 8% | -0.2 | 35 | -8% | 3% | -0.1% | 10% | nt | nt
CC(N=c1ccccn1C(=O)Nc1ccc(F)cc1)c1ccco1 (stereo not given) | 2.5% | 7 | 6 | -1% | -1.4 | 43 | -7% | 11% | 1.9% | 0% | i | -11
CSCCC(NC(=O)c1ccccc1)C(=O)N(C)CC(=O)Nc1ccc(N2CCOCC2)cc1 (stereo not given) | 0.8% | nt | nt | -5% | 1.1 | 59 | -7% | -13% | 1.1%[50 µM] | 10% | nt | nt
COc1cccc(NS(=O)(=O)c2ccc(Br)s2)c1 | 9.4% | -5 | -24 | 6% | -0.2 | 89 | -1% | -2% | 0.2% | 2% | i | -4
O=C(COc1ccc(Br)cc1)c1ccc2c(c1)CCCC2 | -0.6% | 22 | 27 | 0% | 2.5 | 41 | 2% | 11% | 1.4% | 21% | i | 2
O=C(N/N=C/c1c[nH]c2ccccc12)c1sc2ccccc2c1Cl | 11% | 33 | 39 | 1% | 20 | 58 | 2% | 11% | -0.3%[50 µM] | 26% | i | -7
Cc1ccc2nsnc2c1NC(=O)c1ccc2c(c1)OCCO2 | -0.5% | 18 | 22 | 1% | 1.1 | 79 | -4% | 8% | 1.7% | 4% | i | -4
O=C(Nc1cc(N2CCCCC2)ncn1)c1ccccc1 | 8.6% | 5 | 5 | -2% | -0.6 | 42 | -2% | -7% | -1.1% | -1% | i | -11
O=C(CSc1nnc(CNc2ccc(F)cc2)n1Cc1ccccc1)NCc1ccccc1 | 1.1% | -11 | 9 | -3% | 15 | 80 | 0% | -3% | 3.5% | -6% | i | -1
O=C(Nc1ccc(Cl)c(Cl)c1)Nn1cnnc1 | 1.5% | nt | nt | -17% | -0.6 | 55 | -3% | 6% | 0.8% | 2% | nt | nt
O=C(c1ccco1)N1CCCC(N2CCN(c3cccc(C(F)(F)F)c3)CC2)C1 (stereo not given) | -0.1% | nt | nt | -3% | 1.7 | 56 | -7% | -5% | -0.1% | 10% | nt | nt
CCN(c1ccccc1)S(=O)(=O)c1cc(C(=O)OC2CCOC2=O)ccc1C (stereo not given) | 0.3% | nt | nt | -7% | 26 | 64 | nt | nt | 0.1%[50 µM] | nt | nt | nt
Cc1ccc(NC(=O)c2ccc(C(C)(C)C)cc2)cc1-n1cnnn1 | 4.4% | -7 | 0 | 1% | 1.3 | 48 | 3% | -5% | 1.1% | 9% | i | 0
CCn1cnc2scc(-c3ccccc3)c2c1=O | 3.5% | -3 | 12 | -8% | 4.3 | 91 | -12% | 9% | 1.2% | 10% | i | 21
